Mcl1-Bid inh: disrupts binding of human Mcl-1 to Bid peptide. TR-FRET Mcl-1/Bid-Dy647 peptide binding, 1536-well. inhibition, % at 21.7 µM. 0.97% of 220,000 active. AID 1021;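 active means compounds that cut the binding signal by more than half at the single screening dose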;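 further: His-tagged Mcl-1 with europium anti-His antibody binding Bid BH3 peptide; 0% = Mcl-1 plus peptide wells and 100% = peptide-only wells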
Target sequence (Q07820 whole entry, looked up): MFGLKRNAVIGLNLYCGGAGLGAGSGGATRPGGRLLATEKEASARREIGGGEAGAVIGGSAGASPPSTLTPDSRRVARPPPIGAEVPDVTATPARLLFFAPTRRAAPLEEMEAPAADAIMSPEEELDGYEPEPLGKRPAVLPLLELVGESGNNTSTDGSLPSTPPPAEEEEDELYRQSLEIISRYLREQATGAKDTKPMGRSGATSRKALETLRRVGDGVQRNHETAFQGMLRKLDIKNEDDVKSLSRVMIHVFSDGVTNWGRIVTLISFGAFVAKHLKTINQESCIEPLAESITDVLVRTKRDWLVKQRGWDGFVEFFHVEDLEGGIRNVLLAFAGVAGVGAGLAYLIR
Avidin fluor: avidin bead compound fluorescence profile; Avidin beads, compound fluorescence 488/530 nm, flow cytometry; stronger effect = higher value; fluorescence (KMESF) at 10 µM; 0.38% of 220,000 active; in the data active means fluorescence above about 47; further: inactives centre near 10
Mcl1-Noxa inh: Mcl-1/Noxa interaction inhibition; inhibition, % at 21.7 µM; Q07820; TR-FRET Mcl-1/Noxa peptide binding, 2 h; 1.5% of 220,000 active;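 active means compounds that cut the protein-peptide binding signal by more than 50% relative to plate controls in a single-dose test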;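 further: His-tagged Mcl-1 with rhodamine Noxa BH3 peptide and terbium anti-His antibody; 0% = Mcl-1 plus Noxa peptide wells and 100% = peptide-only wells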
Active calls of the source: *.

SMILES,Mcl1-Bid inh,Avidin fluor,Mcl1-Noxa inh
C=C(C)C(=O)Nc1cccc(C2=NOC3(C2)C[C@H](C(N)=O)N(C(=O)c2ccccc2C(=O)c2ccccc2)C3)c1 (stereo partly specified),-102,7,71*
CC(=O)c1ccc(C(=O)Nc2nnc(-c3ccc(Cl)cc3)o2)cc1,-59,14,-67
CCCc1nc2c([nH]1)c(=O)n(C)c(=O)n2C,-11,7,15
O=C(Nc1cccc(-c2csc(Nc3ccc(Cl)cc3)n2)c1)c1cc([N+](=O)[O-])cc(C(F)(F)F)c1,-81,8,7
O=c1c(-c2c(O)cc(O)c3c(=O)cc(-c4ccc(O)cc4)oc23)c(-c2ccc(O)cc2)oc2cc(O)cc(O)c12,-60,8,103*
CCN(CC)CCN1C(=O)c2cccc3cc(N)cc(c23)C1=O,-43,8,-25
Nc1ccc(C(=O)c2cccs2)cn1,-8,7,1
COc1cc(O)cc2cc3c(c(O)c12)C(=O)CC(C)(O)O3 (stereo unspecified),-111,8,50
C=CCNC(=O)c1onc(CSc2ccc(Cl)cc2)c1C(=O)NCC=C,-2,8,-13
CCn1c(SCC(=O)N/N=C/c2ccccc2OCC(=O)O)nnc1-c1ccccc1,-15,7,17
COc1ccc(N=Nc2n(C)c3ccccc3[n+]2C)cc1,-10,3,9
Cc1ccc(/C=C2\SC(=S)N(CCC(=O)NNS(=O)(=O)c3ccccc3)C2=O)cc1,-39,7,0
COc1ccc(N=Nc2ccc(N)nc2N)cc1,-52,4,11
CCC(C)[C@H]1CN=C(N)N1CCCc1cc(OC)c(OC)c(OC)c1 (stereo partly specified),-16,8,4
C=CCN1C=C2C(=O)C(C)(OC(=O)C3CCCC3)C(=O)C(c3ccccc3)=C2C=C1CCCC(=O)OC (stereo unspecified),-63,10,-3
CC(=O)Oc1ccc2oc(-c3ccccc3)c(C(N)=O)c2c1,-26,12,-12
COc1cccc(-c2c3c([nH]c(=O)c2C#N)CCc2cc(OC)ccc2-3)c1,22,10,18
CCC1=C(OC(=O)N(CC)CC)N2C(=O)OC(=NCCOC)[C@]2(Cc2ccccc2)[C@H]2C1=CC[C@H]1C(=O)NC(=O)[C@H]12,-23,10,-14
C=CCN(CC=C)C(=O)Nc1cc(OC)ccc1OC,-20,5,17
Cc1nc(C(=O)NC2CC2)sc1C1(C)CC(c2cccc([N+](=O)[O-])c2)=NO1 (stereo unspecified),-41,9,-7
CC(C)(C)OC(=O)NCCCC[C@H](NC(=O)c1[nH]cnc1C(=O)Nc1ccccc1)C(=O)OC(C)(C)C,-54,8,-105
Cc1cc2nc(CO)[nH]c2cc1C,-28,7,-1
Cn1c(=O)c2c(O)c(C=Nc3ccc(F)cc3)c(=O)n(C)c2n(C)c1=O,-9,6,-11
NC(=O)CC(NC(=O)Cc1cccc2ccccc12)c1ccc(NCCOc2ccccc2)c([N+](=O)[O-])c1 (stereo unspecified),20,11,21
C=C1[C@@H](OC(C)=O)CC[C@]2(C)[C@@H]1C[C@@H]1C[C@H](OC(C)=O)C(C)=C([C@@H](OC(C)=O)[C@@H]2OC(C)=O)C1(C)C,-1,21,2
C=CC1CN(CC(=O)OC)S(=O)(=O)c2ccccc21 (stereo unspecified),-57,6,10
COc1ccccc1C1OC2=C(Nc3ccc([N+](=O)[O-])cc3N2)C1=O (stereo unspecified),-9,7,-12
COc1ccc([C@H]2C=C3CN(C(=O)OC(C)(C)C)S(=O)(=O)[C@H]3C[C@H]2OC(=O)c2cccs2)cc1,-10,10,0
COc1cc2oc3cc(C)oc(=O)c3c2cc1OC,-12,10,-3
S=c1nc(-c2ccccc2)n(Cc2cccnc2)c2c1CCCC2,-53,7,4
COc1cc([C@@H]2c3cc4c(cc3[C@@H](O)[C@@H](CO)[C@@H]2CO)OCO4)cc(OC)c1O[Si](C)(C)C(C)(C)C,-25,6,11
O=C(Nc1nnc(CC2=CCCCC2)s1)Nc1ccccc1F,-57,9,-6
N#CC(C#N)=Cc1ccccc1OCc1ccccc1,7,7,3
CCOC(=O)Cc1cc(=O)c2cc(C)ccc2[nH]1,-14,12,-3
CC(=O)Nc1ccc(/C=C/C(=O)c2ccccc2)cc1,-8,7,5
Oc1c(Cl)cc(Cl)cc1C=Nc1cc(C(F)(F)F)ccc1N1CCc2ccccc2C1,-18,3,7
Cc1cccc(N2CCN(CC(O)COc3ccc(Cl)cc3)CC2)c1 (stereo unspecified),-97,12,8
Cc1nc2ccccc2c2c1C(=O)NC2=O,-8,6,23
CC1OC(OC2C(OC3C(O[C@H]4CC[C@]5(C)C6C=C[C@]78OC[C@@]9(CC[C@@H](C)[C@H](C)C97)[C@H](O)C[C@@]8(C)[C@]6(C)CC[C@H]5C4(C)C)OC(C)C(O)C3O)OC(CO)C(O)C2O)C(O)C(O)C1O (stereo partly specified),2,20,-2
COCCN(CCOC)c1ncnc2c1cnn2-c1ccccc1,-46,11,0
COc1ccc2c3c([nH]c2c1)C1CC2C(CC(O)C(OC)C2C(=O)O)CN1CC3 (stereo unspecified),-124,8,10
Nc1ccc(C(=O)Nc2ccc(Nc3ccncc3)cc2)cc1,0,4,-1
COc1ccc(OC)c(NC(=O)N2CCCC(C)C2)c1 (stereo unspecified),-91,8,-1
C/C(=N\O)C1CC(CC(=O)O)C1(C)C (stereo unspecified),-6,7,-5
COc1ccc(C2OCC3(O)C(c4ccc(OC)c(OC)c4)OCC23)cc1OC (stereo unspecified),-19,11,15
COc1ccccc1OCCSc1nc(C)c(Cc2ccccc2)c(=O)[nH]1,-55,18,3
COC(C[C@@H]1O[C@@H]1[C@H](O)[C@H](C)OCc1ccccc1)OC,-8,9,-9
CC(=O)COc1nc2c(c(-c3ccco3)c1C#N)CCc1ccccc1-2,2,7,19
N#C/C(=C\C=C\c1ccccc1)c1nc(-c2ccc(Cl)cc2)cs1,-5,7,-6
C/C=C(\C)C(=O)Nc1cccc(C2=NOC3(C2)C[C@H](C(N)=O)N(C(=O)C(c2ccccc2)c2ccccc2)C3)c1 (stereo partly specified),-45,9,-4
O=C(Nc1ccc2ncccc2c1)Nc1ccc2ncccc2c1,-48,10,18

21 entries from above, with values ahead of the structure:
Mcl1-Bid inh	Avidin fluor	Mcl1-Noxa inh	Compound
-25	6	11	COc1cc([C@@H]2c3cc4c(cc3[C@@H](O)[C@@H](CO)[C@@H]2CO)OCO4)cc(OC)c1O[Si](C)(C)C(C)(C)C
-57	9	-6	O=C(Nc1nnc(CC2=CCCCC2)s1)Nc1ccccc1F
7	7	3	N#CC(C#N)=Cc1ccccc1OCc1ccccc1
-14	12	-3	CCOC(=O)Cc1cc(=O)c2cc(C)ccc2[nH]1
-8	7	5	CC(=O)Nc1ccc(/C=C/C(=O)c2ccccc2)cc1
-18	3	7	Oc1c(Cl)cc(Cl)cc1C=Nc1cc(C(F)(F)F)ccc1N1CCc2ccccc2C1
-97	12	8	Cc1cccc(N2CCN(CC(O)COc3ccc(Cl)cc3)CC2)c1 (stereo unspecified)
-8	6	23	Cc1nc2ccccc2c2c1C(=O)NC2=O
2	20	-2	CC1OC(OC2C(OC3C(O[C@H]4CC[C@]5(C)C6C=C[C@]78OC[C@@]9(CC[C@@H](C)[C@H](C)C97)[C@H](O)C[C@@]8(C)[C@]6(C)CC[C@H]5C4(C)C)OC(C)C(O)C3O)OC(CO)C(O)C2O)C(O)C(O)C1O (stereo partly specified)
-46	11	0	COCCN(CCOC)c1ncnc2c1cnn2-c1ccccc1
-124	8	10	COc1ccc2c3c([nH]c2c1)C1CC2C(CC(O)C(OC)C2C(=O)O)CN1CC3 (stereo unspecified)
0	4	-1	Nc1ccc(C(=O)Nc2ccc(Nc3ccncc3)cc2)cc1
-91	8	-1	COc1ccc(OC)c(NC(=O)N2CCCC(C)C2)c1 (stereo unspecified)
-6	7	-5	C/C(=N\O)C1CC(CC(=O)O)C1(C)C (stereo unspecified)
-19	11	15	COc1ccc(C2OCC3(O)C(c4ccc(OC)c(OC)c4)OCC23)cc1OC (stereo unspecified)
-55	18	3	COc1ccccc1OCCSc1nc(C)c(Cc2ccccc2)c(=O)[nH]1
-8	9	-9	COC(C[C@@H]1O[C@@H]1[C@H](O)[C@H](C)OCc1ccccc1)OC
2	7	19	CC(=O)COc1nc2c(c(-c3ccco3)c1C#N)CCc1ccccc1-2
-5	7	-6	N#C/C(=C\C=C\c1ccccc1)c1nc(-c2ccc(Cl)cc2)cs1
-45	9	-4	C/C=C(\C)C(=O)Nc1cccc(C2=NOC3(C2)C[C@H](C(N)=O)N(C(=O)C(c2ccccc2)c2ccccc2)C3)c1 (stereo partly specified)
-48	10	18	O=C(Nc1ccc2ncccc2c1)Nc1ccc2ncccc2c1

An excerpt. The share of hits here may be higher or lower than overall.
